# AT treatment: potential ataxia-telangiectasia treatments restoring KAP-1 phosphorylation; […] A-T fibroblasts, KAP-1 phosphorylation AlphaLISA; neocarzinostatin DNA damage 30 min before lysis; Potency, µM (top dose mostly 57.5 µM), without a hit: at the top dose activation, hits mostly activators; 0.19% of 320,000 active; also: potency is read from the fitted curve at half-maximal effect; % of control where 0% means no effect; nearly all actives have a fitted effect of over 45% in size
#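 hTERT-immortalized A-T patient fibroblasts ([…]), 500 cells/well in OPTI-MEM, 1% FBS, got compounds for 60 min, then NCS for 30 min at 37C. Lysates were then assayed for phospho-KAP-1 by AlphaLISA (anti-pKAP1 donor, anti-KAP1 acceptor beads), 6 hr at 25C.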
# ASM inhibitor: blocks human secretory acid sphingomyelinase. P17405. Potency, µM (titrated, usually from 57.5 µM), for inactives: at the top dose activity change, negative = inhibition, actives largely listed as inhibitors. 0.006% of 340,000 active. placental ASM, HMU-PC fluorogenic substrate, 60 min; also: potency is read from the fitted curve at half-maximal effect
#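 Human placenta-derived ASM enzyme was preincubated with compound for 10 minutes at room temperature, then given fluorogenic substrate HMU-PC0 (9 uM final) for 60 minutes at 37 °C; a pH 10 stop preceded fluorescence reading at Ex 386/Em 447 nm.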
# TSHR antagonist: antagonists of human thyroid stimulating hormone receptor; P16473; TSHR-expressing cells, TSH-stimulated cAMP HTRF, 2 h; stronger effect = lower value; activity change, negative = inhibition, % at 11.5 µM; 0.2% of 330,000 active; AID 504810;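 active = activity change below a set negative limit, meaning inhibition stronger than a set level, cut at about -70% in these data; inconclusive = activity change between two set negative limits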; also: % is scaled to controls: 0 for no effect and ±100 for the full control effect
#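 Freshly harvested TSHR cells receive pin-tooled compound, then EC80 TSH at 4nM final. After 2 hours at 37 deg C, antibody in lysis buffer and cAMP-d2 are added; 30 minutes at ambient temperature precede the HTRF read.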
# TSG101-PTAP inh: blocks PTAP/TSG101 interaction to inhibit HIV-1 budding; Q99816; Fluorescence polarization, FITC-PTAP peptide / Tsg101 binding; Potency, µM (series often up to 115 µM), inactives show top-dose activity change, negative = inhibition, hits mostly inhibitors; 340,000 tested, under 10 active; AID 493005; active = well fitted inhibition curve with a large enough effect in the main read-out, with a control signal flat, not every such curve was filed as active; inconclusive = small, poorly fitted or top-dose-only effect, or effect the other way, or a change in a side signal; inactive = no such curve, though single readings can be large or run the other way; also: potency is read from the fitted curve at half-maximal effect; % of control where 0% means no effect
# Target sequence (Q99816 whole entry, looked up): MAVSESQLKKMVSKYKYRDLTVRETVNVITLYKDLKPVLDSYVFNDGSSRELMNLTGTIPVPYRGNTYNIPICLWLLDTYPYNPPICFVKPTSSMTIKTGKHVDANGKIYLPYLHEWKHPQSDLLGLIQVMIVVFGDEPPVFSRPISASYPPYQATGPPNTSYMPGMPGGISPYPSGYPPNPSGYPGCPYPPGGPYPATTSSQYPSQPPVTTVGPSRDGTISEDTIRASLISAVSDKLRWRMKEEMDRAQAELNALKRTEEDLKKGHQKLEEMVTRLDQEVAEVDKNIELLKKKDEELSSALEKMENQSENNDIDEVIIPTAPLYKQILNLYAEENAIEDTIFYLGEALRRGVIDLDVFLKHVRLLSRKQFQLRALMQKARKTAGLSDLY
#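 Fluorescence anisotropy tracks displacement of a FITC-tagged PTAP peptide (50 nM) from the Tsg101 binding domain (10 uM), following a 20 min room-temperature incubation at pH 7.5.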
# TCR activator: activators of T cell receptors; primary human leukocytes, anti-CD3, IL-2 HTRF, 48 h; Potency, µM (doses to about 9.22 µM), inactives show at the highest dose activation of IL-2 secretion, hits mostly activators; 330,000 tested, under 10 active; also: % of control where 0% means no effect
#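 IL-2 release read by HTRF sandwich (Eu cryptate donor, d2 acceptor, 665 nm emission) after 48 hr exposure of primary human leukocytes to compound together with anti-CD3 beads in the absence of co-stimulatory signals.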
# MBNL1 CUG block: inhibitors of human MBNL1 binding to CUG repeat RNA. Q9NR56. TR-FRET MBNL1-His/biotin-(CUG)12 binding, 665/545 ratio. Potency, µM (highest dose often 57.5 µM), without a hit: at the top dose activity change, negative = inhibition, hits mostly inhibitors. 0.036% of 280,000 active. AID 2675; active = well fitted inhibition curve with a large enough effect in the signal ratio, with a control signal flat, not every such curve was filed as active; inconclusive = small, poorly fitted or top-dose-only effect, or effect the other way, or a change in a side signal; inactive = no such curve, though single readings can be large or run the other way; the % refers to the signal ratio; also: potency is read from the fitted curve at half-maximal effect; % is scaled to controls: 0 for no effect and ±100 for the full control effect
#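 TR-FRET readout: Ex 340 nm, 665/545 nm emission ratio, normalized to buffer-only (basal) and MBNL1-(CUG)12 controls. Complex of MBNL1-His with Biotin-(CUG)12, compounds 92 nM–58 uM, incubated 60 min at room temperature.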
# Mito fusion act: blocks mitochondrial division or promotes mitochondrial fusion; S. cerevisiae fusion-defective mutant growth rescue, CellTiterGlo 48 h; Potency, µM (series often up to 46.1 µM), for inactives: at the highest dose growth rescue (activation), most hits filed as activators; 0.23% of 320,000 active;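 also: potency is read from the fitted curve at half-maximal effect; % of control where 0% means no effect; nearly all actives have a fitted effect of over 45% in size; temperature-sensitive fusion mutants such as fzo1-1 at 37 °C on non-fermentable ethanol glycerol medium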
#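 S. cerevisiae fusion-defective temperature-sensitive mutants (e.g. fzo1-1, mgm1-5) grown 48 h at 37C in YPEG (ethanol/glycerol non-fermentable) medium with 23 nl compound per well; growth rescue read as CellTiterGlo luminescence.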
# Integrin act MD: integrin-mediated muscular dystrophy alleviation activation. 0.064% of 350,000 active. alpha7betagal myoblasts, beta-gal FDG fluorescence, 48 h. Potency, µM (doses to about 38.3 µM), without a hit: at the top dose activation, most hits filed as activators;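 also: potency is read from the fitted curve at half-maximal effect; 100% = response of the positive control SU9516; nearly all actives have a fitted effect of over 60% in size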
#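 Alpha7betagal+/- myoblasts (passage 13) were plated 16-24 hr, then exposed to compounds (1:260 dilution of DMSO stock) for 48 hours at 37C. After MPER lysis, β-galactosidase reporter activity was read as FDG fluorescence (ex 480/em 540) after 30 minutes.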
# MLL CXXC-DNA inh: blocks binding of human MLL CXXC domain to DNA; Q03164; MLL-CXXC / FITC-HOXA9 DNA fluorescence polarization; Potency, µM (titrated, usually from 115 µM), for the others: at the top dose activity change, negative = inhibition, most hits filed as inhibitors; 0.037% of 290,000 active; AID 2662; active = well fitted inhibition curve with a large enough effect in the polarisation, with a control signal flat, not every such curve was filed as active; inconclusive = small, poorly fitted or top-dose-only effect, or effect the other way, or a change in a side signal; inactive = no such curve, though single readings can be large or run the other way; the % refers to the polarisation; also: potency is read from the fitted curve at half-maximal effect
#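 Fluorescence polarization: 7 uM MLL-CXXC (stock) preincubated 5 min with compounds, then 50 nM fluorescein-HOX-A9 DNA (stock) added; 30 min ambient. Buffer 50 mM Tris-HCl pH 7.5, 50 mM NaCl, 1 mM DTT, 0.05% BSA.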
# Menin MLL FP TR: menin-MLL binding inhibition, Texas Red mutant peptide; Potency, µM (highest dose often 61.6 µM), without a hit: top-dose FP activity change, negative = inhibition, hits mostly inhibitors; O00255; 0.23% of 270,000 active; Menin + Texas Red MLL mutant peptide, fluorescence polarization; active = well fitted inhibition curve with a large enough effect in the polarisation, with a control signal flat, not every such curve was filed as active; inconclusive = small, poorly fitted or top-dose-only effect, or effect the other way, or a change in a side signal; inactive = no such curve, though single readings can be large or run the other way; the % refers to the polarisation; also: potency is read from the fitted curve at half-maximal effect; % of control where 0% means no effect; many of its hits are not listed in these tables
# Target sequence (O00255 whole entry, looked up): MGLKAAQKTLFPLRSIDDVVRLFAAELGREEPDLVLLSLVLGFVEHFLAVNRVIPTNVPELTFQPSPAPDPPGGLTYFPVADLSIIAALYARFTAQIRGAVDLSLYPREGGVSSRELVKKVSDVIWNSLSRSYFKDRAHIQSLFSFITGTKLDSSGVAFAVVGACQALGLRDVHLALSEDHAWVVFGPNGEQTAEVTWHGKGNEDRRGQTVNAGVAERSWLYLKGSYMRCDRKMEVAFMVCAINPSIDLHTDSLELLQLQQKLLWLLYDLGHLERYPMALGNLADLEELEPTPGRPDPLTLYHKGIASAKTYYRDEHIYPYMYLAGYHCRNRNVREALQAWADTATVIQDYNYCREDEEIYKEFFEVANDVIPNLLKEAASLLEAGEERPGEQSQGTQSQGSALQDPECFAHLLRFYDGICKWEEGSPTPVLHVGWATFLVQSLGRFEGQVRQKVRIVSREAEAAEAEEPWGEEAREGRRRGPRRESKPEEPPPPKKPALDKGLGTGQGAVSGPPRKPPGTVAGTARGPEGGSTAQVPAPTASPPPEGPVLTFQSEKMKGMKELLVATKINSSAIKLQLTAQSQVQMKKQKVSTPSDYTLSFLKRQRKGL
# * hit, by the source's call; u = inconclusive; x = not tested or not shown; [ ] = another dose, or the depositor's remark. Unless noted, calls follow the shape of the dose curve; as a rule, active = well fitted curve in the direction sought with a large enough effect; inconclusive = small, poorly fitted or top-dose-only effect, or another doubt; inactive = no such curve, though single readings can be large; an effect the other way counts as inactive or inconclusive. A portion of the library (hit frequency here may not be typical).
SMILES,AT treatment,ASM inhibitor,TSHR antagonist,TSG101-PTAP inh,TCR activator,MBNL1 CUG block,Mito fusion act,Integrin act MD,MLL CXXC-DNA inh,Menin MLL FP TR
C=CCOc1c(Br)cc(/C=C(\C#N)C(N)=O)cc1OC,1%,0%,1,1%,-8%,14%,-1%,9%,-22%,x
COc1cc(/C=C/C(=O)c2ccc3c(c2)OCO3)cc(Cl)c1O,0%,u,-5,29%,-8%,5%,-4%,0%,u,44%[activator]
Cn1cccc1C(=O)OCC(=O)N1CCN(c2ccccc2)CC1,2%,5%,3,-2%,10%,x,x,0%,x,x
COc1cc(C(=O)COC(=O)C2CC2(Cl)Cl)cc(OC)c1OC (stereo not drawn),17%,4%,-7,2%,7%,x,x,11%,x,x
CS(=O)(=O)N1CCC(C(=O)Nc2ccc(Cl)c(Cl)c2)CC1,1%,-2%,4,1%,3%,-6%,-10%,-19%,7%,46%[activator]
Cc1cccc(N2CCN(C(=O)CCN3C(=S)NC(C)(C)CC3C)CC2)c1C (stereo not drawn),-2%,2%,-2,-8%,6%,2%,22%,-3%,-6%,-10%
CCCN(C(=O)c1ccc2c(SCC(=O)O)c3c(nc2c1)CCC3)c1cccc(C)c1,-10%,6%,-9,1%,1%,6%,-9%,-6%,7%,x
Cc1cc(NC(=O)c2ccccc2)sc1C,x,2%,x,0%,-17%,10%,0%,2%,-13%,26%
C[C@]12c3[nH]c4ccccc4c3CCN1C(=O)C(CC(=O)NCc1cccc(C(F)(F)F)c1)C[C@@H]2C(=O)N1CCOCC1 (stereo partly drawn),-11%,1%,16,-2%,-2%,x,x,-2%,x,x
Cc1cc(Oc2ccccc2)nc(SCC(=O)Nc2ccc(Cl)cc2Cl)n1,3%,-9%,3,1%,8%,1%,1%,-25%,2%,0%
CCCCn1nnnc1NCc1cccnc1,3%,1%,15,1%,-3%,-6%,4%,25%,1%,7%
CCn1c(SCC(=O)Nc2ccc(N3CCOCC3)c(Cl)c2)nnc1-c1ccc(N)cc1,-4%,-1%,-6,-2%,0%,7%,-4%,-8%,3%,-6%
CCn1c(=S)ccc2ccc(OC)cc21,-10%,-3%,5,-1%,3%,75%[activator],-4%,11%,7%,22%
Nc1ccccc1C(=O)NC12CC3CC(CC(C3)C1)C2,1%,6%,17,-8%,-4%,2%,8%,5%,-5%,-7%
O=C(CSc1nnc(-c2ccncc2)o1)c1ccc2c(c1)OCCO2,2%,0%,9,-1%,-7%,-14%,-3%,7%,2%,0%
O=C(NCCc1ccco1)c1ccc(OCc2cn3ccccc3n2)cc1,8%,4%,2,-4%,1%,x,x,-4%,x,x
O=c1ccc2ccc(OCc3nnc(-c4ccccc4Br)o3)cc2o1,4%,55%[activator],-10,-14%,-2%,32%[activator],-1%,-24%,-7%,-9%
Cc1cc(C)cc(OC(=O)N2CCOCC2)c1,0%,2%,3,-5%,-5%,-1%,-2%,-16%,-1%,-7%
CSC(=S)NN=C(C)c1cccc(C)n1,x,-4%,x,-5%,5%,x,x,-40%[inhibitor],x,x
O=C(C1=C[C@H](C2CC2)C[C@H](OCCCCO)O1)N1CCOCC1,4%,-18%,4,-2%,-2%,10%,-2%,32%,-18%,2%
CCC(CC)C(=O)NCc1cccnc1,1%,0%,-3,0%,-10%,4%,-9%,-22%,8%,1%
O=C(CCc1c[nH]c2ccccc12)NCCc1ccc(Cl)cc1,-2%,-4%,-4,-3%,2%,5%,6%,0%,-2%,19%
CCOc1ccc(S(=O)(=O)NCCC(=O)Nc2ccncc2)cc1,1%,4%,3,-3%,-1%,x,4%,-11%,x,x
Cc1nc2ccc(C(=O)N/N=C/c3cc([N+](=O)[O-])ccc3O)cc2[nH]1,-5%,-4%,9,-2%,7%,18%,-10%,1%,1%,u
O=C(CCn1cnc2ccccc21)N=Nc1c(O)[nH]c2ccccc12,x,-9%,2,-5%,-6%,u,-1%,u,-7%,x
COc1ccc(-n2nc(C(=O)NCC(=O)N3CCN(c4ccccn4)CC3)c3ccccc3c2=O)c(OC)c1,x,-2%,x,-2%,9%,x,x,4%,x,x
CC(=O)c1ccccc1NS(=O)(=O)c1cccc2nsnc12,3%,0%,6,-5%,8%,26%,3%,-6%,-1%,11%
Cc1ccc(NC(=O)c2sc3ncn(CC(=O)N4CCN(c5ccccn5)CC4)c(=O)c3c2C)cc1F,-12%,-14%,-5,-9%,-9%,18%,-1%,0%,28%,x
NC(=O)c1ccsc1NC(=O)COC(=O)c1nc(Cl)ccc1Cl,9%,-5%,9,-3%,4%,x,-6%,7%,x,x
O=C(COC(=O)C1(c2ccccc2F)CCCC1)N1CCc2ccccc21,-1%,0%,9,1%,-7%[46.1 µM],-3%,-1%,12%,-5%,-16%
O=C(Nn1cnc2ccccc2c1=O)c1ccccc1F,7%,6%,6,1%,-17%,-9%,-1%,u,-1%,9%
CC(C)Oc1ccc(CCC(=O)NNC(=S)NCc2ccccc2)cc1,19%,1%,-3,-2%,-6%,-6%,7%,2%,0%,x
CC1(C)CC(=O)C2=C(C1)NC(Nc1nc3ccccc3o1)=NC21CCCC1,x,2%,20,-3%,0%,-9%,0%,4%[7.66 µM],-1%,-2%
CCOC(=O)Cn1nc(/C=C/c2ccc(OC)cc2)ccc1=O,x,38%[activator],x,-2%,5%,x,x,-2%,x,x
COc1cc(/C=c2\s/c(=C\C(=O)C(C)(C)C)[nH]c2=O)cc(OC)c1OC,-2%,-11%,-17,-13%,-1%,17%,1%,u,u,69%[activator]
COc1cccc(C(=O)/C=C/Nc2ccc(S(=O)(=O)Nc3cccc(C(C)=O)c3)cc2)c1,0%,34%,-47,2%,1%,13%,0%,-28%,0%,u
NS(=O)(=O)c1cccc(NC(=S)NCc2ccc3c(c2)OCO3)c1,4%,7%,1,1%,-4%,1%,0%,14%,-7%,3%
COc1ccccc1NC(=O)CSc1nc2n[nH]c(C)c2c(=N)n1-c1ccccc1Cl,3%,-19%,-14,-6%,-1%[46.1 µM],-4%,22µM*,-9%,21%,20%
C[C@@H]1C[C@H](O)c2cc(Cl)ccc2N1,-1%,7%,8,-3%,0%,10%,2%,11%,-2%,1%
CCOC(=O)c1c(NC(=O)c2nn(CC)cc2Br)sc(C)c1C,3%,82%,4,-2%,x,10%,5%,-7%,12%,69%[activator]
Clc1ccccc1-c1nc2ccccc2c2nncn12,1%,-2%,-10,-5%,x,-2%,2%,-6%,0%,-1%
C#CCOCCOCCOCCNc1nc(N2CCN(C(=O)C(Cc3cc4ccccc4[nH]3)n3cc(C(N)Cc4ccc(O)cc4)nn3)CC2)nc(N2CCN(C(=O)C(Cc3cc4ccccc4[nH]3)n3cc(C(N)Cc4ccc(O)cc4)nn3)CC2)n1 (stereo not drawn),2%,u,18,0%,-5%,u,-2%,3%,u,u
Cc1ccnc(NC(=O)c2cccc(NC(=O)COc3ccccc3)c2)c1,1%,-1%,-5,-3%,-12%,-1%,1%,27%,8%,8%
Nn1c(-c2ccccc2)nc2cc(Cl)ccc2c1=O,1%,4%,-3,0%,14%,2%,-1%,-13%,3%,2%
CCOC(=O)[C@H](O)[C@@H](O)c1cccc([C@H](O)[C@@H](O)C(=O)OCC)c1,-15%,5%,4,-8%,7%,2%,-2%,8%,12%,4%
Cc1nc(Nc2ccccc2)c2oc3ccc(Cl)cc3c2n1,5%,3%[11.5 µM],6,0%,14%,30%[activator],-9%,-26%,10%,-2%
Cc1ccc(OCCCCn2cnc3ccccc32)cc1,-2%,-2%,-18,-5%,7%,-12%,10%,1%,6%,u
Cc1cccc(NC(=S)N2CCN(S(=O)(=O)c3ccc(F)cc3)CC2)c1,-1%,-1%,-2,-5%,-4%,-8%,0%,37%,u,u
COc1ccc(CCN(C)C(=S)Nc2cccc(C)c2)cc1OC,0%,-1%,1,1%,4%,-5%,-22%,-6%,-10%,12%
COc1cc2c(cc1OC)C(C)N(C(=O)CCN1C(=O)C3C4C=CC(C4)C3C1=O)CC2 (stereo not drawn),-6%,4%,1,-6%,0%,6%,0%,11%,u,-5%
